# Compound activity (PubChem)
# PERK inh: inhibitors of human PERK kinase; Q9NZJ5; CHO PERK-DD fusion, SEAP luminescence translation reporter; inhibition, % at 5.6 µM; hit rate 0.17% among 220,000; AID 1416;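 active = inhibition above the mean inhibition of all tested compounds plus 3 SD, set separately per screening campaign, cut at about 2.9% in these data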;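 also: PERK kinase domain activated by AP20187 dimerizer at 100 nM; 0% = DMSO with dimerizer and 100% = rapamycin at 8.4 µM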
# eIF4E 4G PPI: inhibitors of eIF4E and eIF4G interaction in translation initiation; hit rate 0.37% among 220,000; TR-FRET eIF4E-eIF4GI(517-606) binding, 2 h; P63073+Q04637; inhibition, % at 21.7 µM;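 active = inhibition above about 30%, limit read from the data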;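 also: 0% = full FRET control wells and 100% = background wells lacking eIF4GI fragment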
# MDM2 E3 inh: inhibitors of human Mdm2 E3 ubiquitin ligase; Q00987; cell-based MDM2 ubiquitination luciferase reporter, 2 h; 0 = plate control, 100 = twice control, blank-subtracted; signal enhancement, % at 5 µM; hit rate 0.11% among 210,000;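 active = signal enhancement of 30% or more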;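 also: luminescence tracks abundance of the self-degrading MDM2-luciferase fusion protein; higher signal means inhibition of MDM2 E3 ligase activity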
# Target sequence (Q00987 whole entry, looked up, the tested form may be a part): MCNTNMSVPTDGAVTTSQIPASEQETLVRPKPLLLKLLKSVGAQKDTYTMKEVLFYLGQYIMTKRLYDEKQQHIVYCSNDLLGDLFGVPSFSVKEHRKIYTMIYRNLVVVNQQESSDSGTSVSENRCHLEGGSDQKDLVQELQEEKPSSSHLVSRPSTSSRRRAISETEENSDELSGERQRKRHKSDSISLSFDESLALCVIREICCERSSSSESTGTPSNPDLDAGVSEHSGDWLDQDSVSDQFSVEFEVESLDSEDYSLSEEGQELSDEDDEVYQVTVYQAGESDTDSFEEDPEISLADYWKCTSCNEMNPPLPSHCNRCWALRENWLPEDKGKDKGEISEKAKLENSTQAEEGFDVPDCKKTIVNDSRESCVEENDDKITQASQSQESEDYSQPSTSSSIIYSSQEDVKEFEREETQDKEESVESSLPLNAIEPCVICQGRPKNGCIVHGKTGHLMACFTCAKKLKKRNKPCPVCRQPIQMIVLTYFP
#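 test system = mammalian cells stably expressing self-ubiquitinating, self-degrading MDM2 E3–luciferase fusion | quantity = 2000 cells/well | incubation = cell settling 4 h, compound treatment 2 h, both 37 °C | signal = luminescence with SteadyLite reagent, 15 min at room temperature | evaluation = % enhancement relative to plate controls after blank subtraction | benchmarks = plate controls and plate blanks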
# NPY-Y2 PAM-ag: potentiators or agonists of human neuropeptide Y receptor Y2; hit rate 0.45% among 220,000; P49146; cells expressing NPY-Y2, potentiator/agonist read-out; activation, % at 3.6 µM; in the data active = activation above about 27%;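 also: cells stimulated with NPY near EC25 plus isoproterenol at EC100; 0% = vehicle plus submaximal agonist and 100% = vehicle plus saturating agonist; some results beyond the cut were filed as inactive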
# Target sequence (P49146 whole entry, looked up): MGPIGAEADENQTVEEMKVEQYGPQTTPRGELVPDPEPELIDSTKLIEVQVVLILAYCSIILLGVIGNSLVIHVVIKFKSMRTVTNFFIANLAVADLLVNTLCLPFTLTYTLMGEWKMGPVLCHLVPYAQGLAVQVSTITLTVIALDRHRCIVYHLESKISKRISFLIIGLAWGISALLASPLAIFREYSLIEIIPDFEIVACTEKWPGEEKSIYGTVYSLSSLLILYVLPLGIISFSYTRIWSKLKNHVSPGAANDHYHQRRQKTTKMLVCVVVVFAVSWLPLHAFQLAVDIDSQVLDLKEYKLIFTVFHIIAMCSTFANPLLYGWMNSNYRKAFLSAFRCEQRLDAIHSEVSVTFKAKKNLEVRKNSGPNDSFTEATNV
# S1P4 agonist: human S1P4 receptor agonism; S1P4-expressing cell line, agonist reporter assay; O95977; activation, % at 4.98 µM; AID 1509; hit rate 0.35% among 220,000; in the data active = activation above about 11%;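 also: 0% = DMSO vehicle and 100% = reference agonist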
# Ba/F3 V617F tox: reduce viability of Ba/F3 cells dependent on JAK2V617F. Ba/F3 EpoR-JAK2V617F viability, ATP luminescence. inhibition, % at 5.6 µM. hit rate 1.1% among 220,000;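 active = inhibition above the campaign mean plus 3 SD over all tested compounds, cut at about 24% in these data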;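 also: cytokine-independent growth of Ba/F3 cells driven by EpoR plus mutant JAK2; 0% = DMSO-treated cells and 100% = JAK inhibitor I control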
# BaF3 tox: counter-screen for JAK2V617F inhibitors: parental Ba/F3 viability inhibitors; CellTiter-Glo ATP luminescence; inhibition, % at 5.6 µM; hit rate 1.1% among 220,000;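 active = inhibition above a per-campaign cutoff, the mean inhibition of all tested compounds plus 3 SD, cut at about 27% in these data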;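 also: 0% = DMSO wells and 100% = JAK Inhibitor I control wells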
# S1P4 antagonist: blocks the human S1P4 receptor | S1P4-expressing cells, antagonist mode, reporter read-out | inhibition, % at 4.98 µM | hit rate 0.26% among 220,000; in the data active = inhibition above about 29%;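 also: 0% = wells stimulated with agonist and 100% = vehicle wells without agonist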
# Wee1 degr inh: inhibitors of human Wee1 degradation | P30291 | hit rate 1.2% among 220,000 | reporter increase, % at 5 µM | HeLa Luc-Wee1K328M stability, luciferase luminescence; 100% = proteasome inhibitor MG132 effect | AID 1321;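 active = activation above the mean of all tested compounds plus 3 SD, set per screening run, cut at about 8.8% in these data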;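 also: cells exposed to compound for 20 h before luminescence read; 0% = DMSO alone and 100% = MG132 at 30 µM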
# Numbers without * were called inactive; . = no result given; [ ] = another dose, or the depositor's remark.
SMILES,PERK inh,eIF4E 4G PPI,MDM2 E3 inh,NPY-Y2 PAM-ag,S1P4 agonist,Ba/F3 V617F tox,BaF3 tox,S1P4 antagonist,Wee1 degr inh
C=CCn1c(CNC(=O)c2cccs2)nnc1SCc1ccc(Cl)cc1Cl,-0.5,-0.1,-3.4,7.0,-0.8,-2.1,0.1,-26.1,-2.8
COc1cc(C(=O)NCCCN(C)C)ccc1OCC(=O)Nc1cccc(C(F)(F)F)c1,0.3,-1.8,-4.5,7.4,2.7,-2.4,1.4,-8.7,1.1
Cc1ccc(-c2onc3ccc(C4OCCO4)cc23)cc1,1.0,5.8,-22.6,-12.0,1.3,-2.5,-2.8,-0.2,2.6
CC(C)CCn1nc(C(=O)OC(C)C(=O)NC(N)=O)c2ccccc2c1=O (centres undefined),0.0,0.8,-16.6,13.6,-1.9,-2.0,0.8,6.2,-2.3
COc1ccc(N2CCN(C(=O)c3ccc(N(C)S(=O)(=O)c4ccc(OC)cc4)cc3)CC2)cc1,0.3,4.2,2.9,-1.6,-0.4,0.1,4.6,-6.6,-2.0
O=C(CSCc1ccc([N+](=O)[O-])cc1)N/N=C/c1ccncc1,0.4,-1.3,-11.0,4.2,0.6,2.1,83.8*,-9.8,0.9
COC(=O)c1c(C)[nH]c(C(=O)CN2CCOCC2)c1C,1.3,8.9[fluorescence artefact?],-18.3,-7.7,2.3,3.2,2.6,-4.5,3.6
Cc1ccc(NC(=O)CSCC(=O)Nc2ncc3c(n2)CC(c2ccco2)CC3=O)cc1 (centres undefined),-0.5,-7.7,-8.0,12.6,1.8,-1.1,3.4,-7.4,-1.1
CCOC(=O)C1=C(C)NC(=O)C(C(N)=O)C1c1ccccc1 (centres undefined),0.7,.,-23.2,7.6,-1.7,-3.3,-2.4,-0.2,-2.4
CCc1nc(N2CCC3(CC2)OCCO3)c2nnn(Cc3ccccc3Cl)c2n1,0.7,-3.1,-2.9,-5.6,-1.5,-0.9,1.5,-21.2,5.6
CCOC(=O)CNC(=O)c1cn(CC)c(=O)c2cc(OC)c(OC)cc12,-0.1,4.4,-4.2,2.1,0.7,-1.8,1.2,-15.4,2.5
CCOC(=O)COc1nc(OC)nc(N2CCOCC2)n1,0.6,-1.1,-58.8,0.3,0.6,-1.6,9.6,-4.1,1.1
CCOC(=O)c1nc(NCc2ccccc2C)c2ccccc2n1,-0.3,2.4,-9.7,-15.9,-0.5,-0.9,3.0,-6.7,-3.0
N#Cc1c(N)nc(SCc2ccncc2)c(C#N)c1-c1cccs1,-0.7,-8.8,-10.4,-24.9,0.3,1.6,6.7,-11.6,-2.1
CC#CC[N+](C)(C)CCCCCC,2.4,-0.3,-12.5,-12.1,2.0,35.9*,43.8*,-5.4,3.6
Cc1nnc(SCC(=O)Nc2ccccc2N2CCOCC2)s1,-0.3,-0.3,-9.4,-4.2,0.8,3.5,4.9,0.0,-3.9
c1nc(N2CCOCC2)c2[nH]cnc2n1,-0.2,.,.,5.1,0.1,-3.3,1.3,5.9,-1.6
CC1(C)CC(=O)C(C=NCC2CCN(C(=O)Nc3ccc(Cl)c(Cl)c3)CC2)=C(O)C1,0.9,-1.8,4.0,3.5,0.1,-1.6,-0.2,-0.6,-3.6
CCOc1ccc(-n2c(O)c(/C=N/c3ccnn3Cc3ccncc3)c3ccccc3c2=O)cc1,0.5,-2.1,-3.2,5.0,-0.7,1.0,2.8,-14.8,1.6
COC(=O)/C(=N\Nc1ccc(Cl)cc1)Sc1nnc(-c2ccc(OC)cc2)n1C,1.0,0.4,-6.7,5.3,4.5,-1.8,4.6,-11.5,-3.9
Cc1noc(C)c1C(=O)OCC(=O)c1ccc[nH]1,-0.1,-3.7[fluorescence artefact?],-6.7,-0.6,2.1,-2.1,-0.5,-1.8,2.1
CCCC(=O)Nc1ccc2oc(=O)ccc2c1,2.0,5.9,6.2,5.4,0.8,-1.8,2.6,7.8,-0.7
CCOC(=O)c1ccc2nc(NC(NC(C)=O)(C(=O)OC)C(F)(F)F)sc2c1 (centres undefined),-0.2,3.4,-6.6,-3.8,-0.6,-2.7,4.3,-15.3,-0.9
COc1cc2c(cc1OC)C(C(=O)Nc1ccccn1)C(c1cccnc1)N(C)C2=O (centres undefined),-0.9,4.5,-12.9,5.2,-0.1,-4.2,-0.2,-13.4,0.0
CC(=O)Nc1ccc(N2CCOCC2)c(Cl)c1,1.3,1.3,5.6,-0.3,-0.4,1.5,5.4,5.6,-0.8
CCc1nnc(NS(=O)(=O)c2ccc(N=CC3=C(O)CC(C)(C)CC3=O)cc2)s1,1.3,4.2,8.8,-1.6,-0.4,1.7,5.3,1.9,3.8
Cn1c(Cn2cnc([N+](=O)[O-])n2)nnc1SCC(=O)Nc1cccc(Cl)c1,0.3,-2.5,-14.8,8.3,-1.3,-2.1,-1.0,-13.9,-2.0
CCn1c(SCC(=O)c2ccc(Cl)cc2)nnc1-c1cccs1,-2.3,1.8[fluorescence artefact?],-13.1,-3.6,2.8,-1.7,5.9,-12.2,4.1
Cc1ccc(OCC(=O)Nc2ccc3c(c2)nc(CCN2CCOCC2)n3C)cc1,-0.8,-6.1,4.5,2.0,0.6,-3.4,-0.4,-11.1,-0.7
COc1ccccc1N/C(=N/S(=O)(=O)c1ccc(C)cc1)c1ccccc1,0.1,3.7,-1.3,7.0,1.4,-1.1,0.3,-15.9,-1.6
CCOC(=O)N1CCN(c2nc3ccc(C(=O)c4ccccc4)cc3n3cnnc23)CC1,-1.2,5.7,-1.4,-0.6,0.1,-1.6,-2.3,0.6,-1.2
CC1(C(=O)NC2CCCCC2)CCC(=O)N1Cc1cccnc1 (centres undefined),0.2,2.5,-13.5,-3.7,0.7,1.2,2.5,-3.0,1.0
COc1cc2c(cc1OC)C(c1cccc([N+](=O)[O-])c1)NC(=O)C2 (centres undefined),0.2,2.2,2.3,-15.6,-0.1,2.9,5.3,4.7,5.7
CN(C)c1nc(-c2cccnc2)nc(-c2ccc(Cl)cc2)c1C#N,-0.1,-0.3,1.7,-5.1,0.4,1.5,7.6,-3.9,1.4
Cn1cccc1CC(=O)NNC(=S)Nc1ccc(F)cc1,0.3,5.3,7.2,-1.0,0.8,-3.0,5.0,-6.7,3.9
COc1ccccc1C(=O)Nc1ccc(N2CCCCC2)cc1,-0.4,5.6,-7.2,2.2,-2.6,4.3,7.1,10.0,3.0
CCCCOCCCNC(=O)c1ccc2c(c1)OCO2,0.3,1.8,-5.1,-16.4,-1.1,0.0,0.3,3.4,1.8
O=c1[nH]c(CN2CCN(c3ccccc3O)CC2)nc2ccccc12,0.8,-15.4,0.2,-14.2,0.1,1.6,8.5,-1.0,2.6
O=C(O)c1ccc(-c2ccccc2C(F)(F)F)o1,0.4,-4.0[fluorescence artefact?],-11.7,1.4,1.7,-1.3,-0.1,-12.5,3.2
O=[N+]([O-])c1ccc(NCCCNS(=O)(=O)c2ccc(Cl)cc2)c(Cl)c1,-0.9,-3.9,-14.7,8.8,-0.6,-1.9,11.7,4.5,1.1
C/C(Cn1cnc([N+](=O)[O-])n1)=N\NC(=O)c1ccc(Br)cc1,1.4,15.4,2.9,-5.5,0.0,-3.6,3.8,-14.4,2.9
CC(NC(=O)c1noc2c1CCCCC2)c1ccccc1 (centres undefined),-0.1,-7.2,-10.2,6.2,-0.1,-1.1,4.2,-17.5,-0.5
CCN1CCN(S(=O)(=O)c2ccc(Br)s2)CC1,0.5,-5.0,-8.0,0.5,-1.6,-1.8,1.1,-80.5,2.0
S=C(NCCSCc1ccccc1Cl)Nc1ccccc1,1.0,6.5,-4.4,12.7,0.1,-2.3,0.6,-17.9,-0.9
COc1ccc(/C=C(\NC(=O)c2cccs2)C(=O)NCc2ccco2)cc1OC,0.9,-2.1,4.4,-19.4,1.2,-2.1,1.9,-9.5,2.7
COc1cc2c(cc1OC)-c1cc(N3CCCCCC3)nc(=O)n1CC2,-0.7,-0.7,-5.6,-3.0,-2.4,0.0,5.6,-8.7,-2.7
O=C(OCCOc1ccccc1)c1n[nH]c2ccccc12,1.4,3.2,-11.4,-10.1,0.7,-3.3,-0.7,2.2,3.1
CCn1c(C(=O)N2CCc3ccccc3C2)cc2oc3ccccc3c21,0.5,8.2,-11.9,-6.8,2.6,-2.4,-0.6,-8.7,1.3
COc1ccc(N2CCN(C(CNC(=O)OCc3ccccc3)c3ccco3)CC2)cc1 (centres undefined),-0.8,3.3,-10.0,16.6,-0.9,-3.8,1.7,-17.8,-0.2
CCOC(=O)c1c(NC(=O)COC(=O)CNC(=O)c2ccco2)sc(C)c1C,-0.1,-0.8,-10.5,5.2,4.4,5.5,7.8,-23.2,-0.3

# Other structures
SMILES,PERK inh,eIF4E 4G PPI,MDM2 E3 inh,NPY-Y2 PAM-ag,S1P4 agonist,Ba/F3 V617F tox,BaF3 tox,S1P4 antagonist,Wee1 degr inh
Cc1ccc(Oc2ncccc2N)c2c1CCC2,1.3,7.7,-9.2,-6.6,1.0,-3.8,5.4,11.2,-0.7
Cc1cc(C(=O)COc2ccccc2C(N)=O)c(C)n1CC1CCCO1 (centres undefined),0.2,0.2,-27.9,23.3,0.5,45.1*,62.1*,-28.7,-1.7
CCCCNC1C(CC)C(CCC)C(C#N)(C#N)C1(C#N)C#N (centres undefined),-1.1,-0.8,11.4,-4.1,2.0,2.3,1.6,10.2,-2.3
COC(=O)c1ccc(C(NC(=O)OCc2ccccc2)/C(C)=C/[C@@H](C)C(=O)NCc2ccc(OC)c(OC)c2)cc1 (some centres undefined),-1.1,1.8,.,-7.4,0.0,-1.8,3.0,12.4,-1.4
O=S(=O)(Nc1cccc(CCc2ccccn2)c1)c1ccc2ccccc2c1,1.6,2.9,0.4,-20.3,1.8,-1.1,4.9,-10.1,-2.3
CC[C@H]1OC(=O)[C@H](C)[C@@H](O[C@H]2C[C@@](C)(OC)[C@@H](O)[C@H](C)O2)[C@H](C)[C@@H](O[C@@H]2O[C@H](C)C[C@H](N(C)C)[C@H]2O)[C@](C)(OC)C[C@@H](C)C(=O)[C@H](C)[C@@H](O)[C@]1(C)O,0.6,4.6,.,6.1,0.6,-3.6,-2.7,6.1,-1.8
Cc1onc(-c2ccccc2Cl)c1C(=O)Nc1nnc(-c2ccc(F)cc2)s1,-0.2,1.6,2.2,10.8,-2.1,-1.6,4.6,19.5,-0.1
Cc1cccc(OCC(=O)N/N=C\c2cc3c(cc2[N+](=O)[O-])OCO3)c1C,-0.8,-8.6,-18.5,1.2,1.6,-0.6,5.4,-10.4,-1.5
O=C(CCNc1ccc(Cl)c(C(F)(F)F)c1)c1ccco1,-1.0,-6.4,-9.9,-5.0,1.7,1.9,7.6,-3.3,2.4
C#CCSc1nsc(SCC#C)c1C#N,0.9,1.9,-8.4,11.4,3.2,44.9*,5.8,1.3,1.2

# Structural class: those above containing bromine
SMILES,PERK inh,eIF4E 4G PPI,MDM2 E3 inh,NPY-Y2 PAM-ag,S1P4 agonist,Ba/F3 V617F tox,BaF3 tox,S1P4 antagonist,Wee1 degr inh
C/C(Cn1cnc([N+](=O)[O-])n1)=N\NC(=O)c1ccc(Br)cc1,1.4,15.4,2.9,-5.5,0.0,-3.6,3.8,-14.4,2.9
CCN1CCN(S(=O)(=O)c2ccc(Br)s2)CC1,0.5,-5.0,-8.0,0.5,-1.6,-1.8,1.1,-80.5,2.0
